GPR151 ag = activators of human GPR151. Q8TDV0. PathHunter beta-arrestin GPR151 cells, luminescence. activation, % at 11.2 µM. actives 1% (n = 650,000); in the data active = activation above about 4.9%;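 also: 0% = median of compound wells and 100% = cells with positive control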
TEAD-YAP block = TEAD-YAP interaction inhibition | HEK-TIYL cells, TEAD-Gal4/YAP UAS-luciferase luminescence | actives 1.4% (n = 640,000) | inhibition, % at 9.12 µM; in the data active = inhibition above about 32%;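 also: 0% = median of test compound wells and 100% = reference inhibitor wells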
FBW7 act = human FBW7 E3 ligase activation, primary screen. normalized activity (activation), % at 26.1 µM. Q969H0. AID 1259310. actives 0.13% (n = 650,000). AlphaScreen FBW7–phospho-cyclin E peptide binding, activator screen; in the data active = normalized activity above about 1.9%;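 also: purified mutant Fbw7 with reduced substrate affinity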
Target sequence (Q969H0 whole entry, looked up): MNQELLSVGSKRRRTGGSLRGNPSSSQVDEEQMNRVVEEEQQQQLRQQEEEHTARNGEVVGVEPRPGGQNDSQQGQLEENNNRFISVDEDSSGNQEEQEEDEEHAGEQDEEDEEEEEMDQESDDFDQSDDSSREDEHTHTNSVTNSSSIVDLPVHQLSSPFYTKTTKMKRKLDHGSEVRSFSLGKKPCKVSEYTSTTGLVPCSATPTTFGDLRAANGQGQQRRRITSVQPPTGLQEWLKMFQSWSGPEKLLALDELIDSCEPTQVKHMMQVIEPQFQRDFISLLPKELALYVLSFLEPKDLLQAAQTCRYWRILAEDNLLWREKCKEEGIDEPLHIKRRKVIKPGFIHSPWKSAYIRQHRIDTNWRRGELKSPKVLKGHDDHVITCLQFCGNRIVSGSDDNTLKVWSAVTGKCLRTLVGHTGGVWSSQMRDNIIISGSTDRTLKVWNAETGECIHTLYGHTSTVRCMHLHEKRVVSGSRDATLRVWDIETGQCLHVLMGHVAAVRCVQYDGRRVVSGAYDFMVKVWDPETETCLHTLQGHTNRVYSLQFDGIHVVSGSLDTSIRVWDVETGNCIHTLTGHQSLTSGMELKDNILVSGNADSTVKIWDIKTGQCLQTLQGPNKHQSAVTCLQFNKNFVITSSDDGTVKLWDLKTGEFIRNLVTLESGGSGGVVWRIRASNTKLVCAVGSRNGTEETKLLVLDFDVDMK
MITF inh = blocks human microphthalmia-associated transcription factor; O75030; AlphaScreen MITF homodimerization, bead proximity signal; inhibition, % at 2.6 µM; actives 0.91% (n = 650,000); in the data active = inhibition above about 50%;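 also: 0% = vehicle wells with protein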
The depositor's hits bear a star; . = no result given.

compound	FBW7 act	MITF inh	GPR151 ag	TEAD-YAP block
OCCC1CN(CC#Cc2ccccc2)CCN1Cc1ccc(F)c(F)c1 (stereo not given)	0.0	3	3.1	2
CC(C)(C)c1ccc(NC(=O)c2ccccc2Br)c([N+](=O)[O-])c1	-0.5	15	-1.1	-22
CCOC(=O)c1ccc2nc(C)cc(Nc3cccc(C(C)=O)c3)c2c1	0.0	-2	-1.1	10
S=C(NCc1ccccc1)NNC(=S)NCC1CCCO1 (stereo not given)	0.8	2	0.0	0
CC1CCCCC1NC(=O)COC(=O)c1ccc(F)cc1Cl (stereo not given)	-0.1	-3	0.8	-6
O=C(NCCN1CCOCC1)c1ccccc1NC(=O)C(c1ccccc1)c1ccccc1	-0.1	14	-1.8	6
CCN(CC)c1ccc(/C=C2/SC(N3CCOCC3)=NC2=O)cc1	-0.4	-3	-1.2	-14
COc1cc(NC(=O)Cc2ccc(F)cc2)cc([N+](=O)[O-])c1	-0.3	5	0.9	8
Cc1cc(Nc2ccc(N3CCOCC3)cc2)nc(N2CCC(N3CCOCC3)CC2)n1	-0.1	6	1.0	0
COc1ccc(NC(=O)C2(c3cccs3)CCOCC2)cc1Cl	0.2	-2	2.8	-9
N#Cc1ccc(C(=O)Nc2ccc(S(N)(=O)=O)cc2)cc1	0.0	-7	-1.1	-3
CCOC(=O)C1=C(C)N=c2s/c(=C\c3cc(Br)ccc3OC)c(=O)n2C1c1ccc(SC)cc1 (stereo not given)	0.2	-1	0.2	0
COc1cc(OC)c(OC)cc1/C=C/c1nc2cc3ccccc3cc2c(=O)n1-c1ccc(I)cc1OC	-0.2	-10	0.0	-1
Cc1ncc(-c2ccc(F)cc2)c(C2CCCN(C(=O)Cc3ccc4c(c3)OCO4)C2)n1 (stereo not given)	0.2	5	-1.6	-6
CN(c1ccccc1)S(=O)(=O)c1cccc(C(=O)Oc2ccc3c(c2)OCO3)c1	0.1	4	1.6	7
CCCN(CCC)S(=O)(=O)c1ccc(F)c(C(=O)Nc2ccc(CC)cc2)c1	0.0	22	-1.6	12
Cc1sc2nc(C(Cl)Cl)[nH]c(=O)c2c1C	-0.2	-2	-0.9	0
NC(=O)c1ccc(-c2nnc(N3CCOCC3)c3ccccc23)cc1	-0.2	-19	2.4	-1
CCc1ccc(-c2cc(C(=O)NCCCn3ccnc3)c3ccccc3n2)s1	0.0	14	-1.4	-5
C=CCc1cccc([C@@H]2[C@@H](C)CC[C@H]3C(=O)N4[C@@H](c5cc(OC)c(OC)c(OC)c5)c5[nH]c6ccccc6c5C[C@H]4C(=O)N23)c1	-0.2	20	-2.0	.
CCOC(=O)C1CCCN(c2c(NCCN3CCCCC3C)c(=O)c2=O)C1 (stereo not given)	-0.1	1	0.3	-14
COC(=O)c1cc(CNC(=O)/C=C/c2ccccc2)cc(NC(=O)c2ccco2)c1	-0.2	-2	0.6	11
CC(=O)c1ccc(NC(=O)CSc2nnc(C(C)C)n2C)cc1	0.0	1	3.4	-4
Cc1ccc(C(=O)c2oc3cc(N)ccc3c2C)cc1	0.0	-6	-1.1	-20
O=C(NCCc1ccccc1)NCc1nnnn1-c1ccc(F)c(F)c1	0.2	1	2.0	2

Pulled by structure from the entries so far (3):
compound	FBW7 act	MITF inh	GPR151 ag	TEAD-YAP block
O=C(NCCc1ccccc1)NCc1nnnn1-c1ccc(F)c(F)c1	0.2	1	2.0	2
CCOC(=O)C1=C(C)N=c2s/c(=C\c3cc(Br)ccc3OC)c(=O)n2C1c1ccc(SC)cc1 (stereo not given)	0.2	-1	0.2	0
CC(C)(C)c1ccc(NC(=O)c2ccccc2Br)c([N+](=O)[O-])c1	-0.5	15	-1.1	-22

Next section.
compound	FBW7 act	MITF inh	GPR151 ag	TEAD-YAP block
CC(=O)CSc1nnc2c(n1)[nH]c1ccc(F)cc12	-0.2	3	0.6	-8
CCOC(=O)c1cccc(NC(=O)C(Cl)Cl)c1	-0.2	-31	-0.4	8
O=C(CCn1c(SCc2cccc(Cl)c2)nc2cc3c(cc2c1=O)OCO3)NCc1ccc2c(c1)OCO2	0.1	-3	-0.5	-4
COCCN1C(=O)c2ccccc2C(C(=O)NC(C)C)C1c1cccs1 (stereo not given)	0.6	7	0.7	12
CCS(=O)(=O)NCc1nc(N2CCCC2)c2cc(Cl)ccc2n1	-0.1	5	0.7	-4
Cc1cccc(OCC(=O)OCCN2CCOCC2)c1	0.7	0	0.3	-1
CCOC(=O)C1=CN(Cc2ccc(OC)cc2)C=C(C(=O)OCC)C1c1ccc(C(F)(F)F)cc1	0.5	-19	0.3	-4
O=C(NCc1nc(-c2ccc(Cl)cc2)no1)c1ccc(Br)cc1	0.0	12	0.1	-4
CCCNC(=O)C(C)n1c2ccccc2c2cnn(C)c(=O)c21 (stereo not given)	-0.1	-2	-0.8	0
C/C=C(\C)CN1CCc2nnc(C3CCCO3)n2CC1 (stereo not given)	0.0	5	-0.1	-1
CCOC(=O)c1ccc(NC2=C(N)C(=O)c3ccccc3C2=O)cc1	0.0	13	-1.6	-6
Cc1ccc(NC(=O)C2C3C4CCC(C4)C23)cc1Cl (stereo not given)	-0.2	-7	0.8	-55
O=C1N[C@@H](Cc2ccccc2)C(=O)N2CCN(Cc3ccccn3)C[C@H]12	-0.1	1	0.4	2
Cc1nc2c(c(=O)[nH]1)CN(Cc1cccc3nccnc13)CC2	0.0	13	2.2	2
O=C(COC(=O)c1cccs1)NC1CC1	0.7	5	0.1	-2
Cc1[nH]nc(NNC(=O)c2ccncc2)c1[N+](=O)[O-]	-0.1	13	2.7	3
Cc1cc(C)c2c(c1)/C(=c1/sc3n(c1=O)CN(c1ccc(C(=O)O)cc1)CN=3)C(=O)N2	0.0	-2	-0.5	-6
CS(=O)(=O)N(CC(=O)Nc1ccccc1C(=O)O)c1cccc(Cl)c1	0.2	-8	0.2	0
O=C1c2cccc3cccc(c23)C(=O)N1c1cccc(C(F)(F)F)c1	0.6	25	-1.0	1
CC(C(=O)N1CCN(c2ccccc2)CC1)N(c1ccc(Cl)cc1)S(C)(=O)=O (stereo not given)	-0.1	-10	0.4	-2
O=C(Nc1ccc2c(c1)OCO2)C1CCN(c2ccc(NCc3cccnc3)nn2)CC1	0.3	19	0.3	-19
CCOC(=O)c1sc(NC(=O)CSc2nnc(CNC(=O)c3cccs3)n2CCc2ccccc2)c(C(=O)OCC)c1C	0.0	-8	-0.1	-3
CCN(CC)c1nc(NCCN(C(C)C)C(C)C)nc(NCc2cccnc2)n1	0.0	7	-1.6	-2
COc1ccc(N=CC2=C(O)c3ccccc3C2=O)c(OC)c1	0.0	3	1.2	69*
Cc1ccc2occ(C(c3nnnn3Cc3ccccc3)N3CCOCC3)c(=O)c2c1 (stereo not given)	0.3	-5	-1.1	2
Cc1nnc2ccc(-c3ccc(NC(=O)CCC4CCCCC4)cc3)nn12	0.1	0	1.2	-10
Cc1ccccc1CSCC(=O)NCC(C)C	0.5	14	-1.2	-6
O=C(Nc1ccc(Cl)c(Cl)c1)c1cccc(Br)c1	0.3	5	1.2	-27
Cc1ccc(Nc2ncccc2C(=O)N2CCCC2)c(C)c1	0.0	-6	-0.3	-3
CN1CCN(c2ccc([N+](=O)[O-])cc2NC(=O)Cc2ccccc2)CC1	0.0	-19	2.4	-6
CCOc1ccc(N=Cc2ccc(C)s2)c([N+](=O)[O-])c1	-0.3	-2	0.3	-2
O=C(Nc1ccc(Cl)c([N+](=O)[O-])c1)C1CC1(c1ccccc1)c1ccccc1 (stereo not given)	0.1	2	0.3	-5
N#Cc1c2c(c(NCc3ccco3)n3c1nc1ccccc13)CCC2	0.4	-2	-1.4	10
O=C(CC(C(=O)O)N1CCOCC1)c1ccc(Br)cc1 (stereo not given)	0.0	3	-2.0	1
Cc1cc2n(c(=O)c1C#N)CC(c1ccccc1)=C2	0.0	15	-0.4	14
Cc1c2c(n3c(nc4ccccc43)c1C#N)N(C(C)C)CC2	0.0	0	0.7	-5
COc1ccc(C(=O)CC2(O)C(=O)N(Cc3ccc(Cl)cc3)c3ccccc32)cc1 (stereo not given)	0.0	6	0.1	-17
COC(=O)CCCC(=O)Nc1cccc(C(F)(F)F)c1	0.1	-4	0.2	7
Cn1nc(CC(=O)Nc2ccc(Cl)cc2)c2ccccc2c1=O	0.7	19	-0.8	39*
Cc1[nH]c2ccccc2c1C(c1ccccn1)N1CCC(C(N)=O)CC1 (stereo not given)	0.0	4	0.8	-6
Cc1ccc(-c2cn(-c3ccccc3)c(SCC(=O)Nc3ccccc3C)n2)cc1	-0.1	3	-0.3	-17
Cc1ccc(C(=O)NNC(=S)NCc2ccccc2)cc1	-0.2	-12	-0.7	6
Cc1occc1-c1nn(CC(=O)N2C(C)CCCC2C)c(=O)o1 (stereo not given)	-0.1	-3	-0.9	10
O=C(c1nc2ccc(Cl)cn2c1CNCCCN1CCOCC1)N1CCCCCCC1	0.1	7	-0.4	7
Cc1ccc(CN2CCc3nnc(C(C)NC(=O)C(C)C)n3CC2)s1 (stereo not given)	0.9	6	-0.2	13
CCCc1c(C)[nH]c2ccc(C)cc2c1=O	0.6	3	0.6	-19
Cc1ccc(-n2c(=S)sc3c(=O)n(-c4ccccc4)c(SCC(=O)c4ccccc4)nc32)cc1C	-0.2	6	0.3	-9
CCOC(=O)c1c(-c2ccc(-c3ccccc3)cc2)csc1NC(=O)C#Cc1ccccc1	0.3	-4	0.6	6
COc1cc(Nc2ccc(-n3cc(CC(=O)NCCc4ccc(O)cc4)c4ccccc43)nn2)cc(OC)c1OC	0.3	17	0.1	0
O=C(CSc1ccc2nnc(-c3ccccc3)n2n1)Nc1ccc(F)cc1F	0.1	3	1.0	-4

Additional entries follow:
compound	FBW7 act	MITF inh	GPR151 ag	TEAD-YAP block
COc1ccccc1N1CCN(C(=O)NC2(c3ccccc3)CC2)CC1	0.0	6	-0.8	13
COc1ccc(C2C=C(c3ccccc3OC(F)F)Nc3nnnn32)cc1 (stereo not given)	0.2	-2	1.3	-8
Cc1cnc(CN2CCC(C3(Cc4cccc(F)c4)NC(=O)N(CC(C)C)C3=O)CC2)[nH]1 (stereo not given)	0.0	0	0.1	1
COC(=O)/C=C1/N/C(=N\c2nc3ccccc3o2)NC1=O	0.4	19	0.2	7
COc1ccccc1OCCOCCN1CC(C)OC(C)C1 (stereo not given)	1.1	27	-0.6	-7
CCSc1nnc(Cc2cc(=O)[nH]c(=O)[nH]2)n1-c1cccc(OC)c1	-0.3	1	1.2	-32
Cc1cccc(OCC(=O)Nc2cc3c(C)cc(=O)oc3cc2C)c1	0.0	-2	-1.1	4
CN(CCc1ccccn1)C(=O)c1ccc2c(=O)n(C3CCCC3)c(=S)[nH]c2c1	-0.1	-3	0.0	15
Cc1cccn2c(CNCC3CCN(C(C)C)C3)c(C(=O)N(C)CCc3ccccc3)nc12 (stereo not given)	-0.1	4	-0.2	5
Cc1cc(C)cc(NC(=O)c2ccc3c(=O)n(-c4cccc(C(F)(F)F)c4)c(=S)[nH]c3c2)c1	0.1	-7	-0.8	-5
Cc1ccccc1Cn1c(C)c[n+]2ccsc12	0.2	-11	-1.3	8
CCn1c(SCC(=O)Nc2ccc(OC)cc2OC)nc2c(c1=O)SC(C)C2 (stereo not given)	-0.3	13	-0.1	-1
CCCCn1c(N)c(Br)c(=O)n(C)c1=O	-0.2	15	1.7	-2
C=CCc1c(C)nc(C)nc1N/N=C/c1ccc(F)cc1	-0.1	4	-0.5	-6
Cc1ccc(-c2c(Nc3cccc(C)c3)c(=O)c2=O)cc1	0.3	11	2.0	-9
O=C1CSc2ccc(C(=O)NC3CCCCCC3)cc2N1	0.0	10	0.6	-28
CC(=O)c1ccc(OC(=O)C23CC4CC(CC(C4)C2)C3)cc1	-0.1	-2	0.6	3
COc1cc(C(=O)Nc2ccc(Br)cc2F)cc(OC)c1OC	0.1	-12	1.1	-6
CCOc1ccccc1NC(=O)c1ccc(NC(=O)c2cccc(C)c2)cc1	-0.1	0	-0.7	3
C=CCNc1oc(-c2cccs2)nc1C#N	0.0	9	-0.7	-23
Cc1ccc(NCC(=O)N/N=C\c2ccc([N+](=O)[O-])o2)cc1	0.8	14	0.0	9
COCCNc1cc(-c2ccccn2)nc(-c2ccccc2)n1	-0.1	1	-0.6	17
Cc1ccc(-n2c(SCC(=O)NC(C)C)nnc2-c2cccnc2)c(C)c1	0.1	-8	0.5	5
Cc1csc(SCC(=O)Nc2ccc(S(N)(=O)=O)cc2)n1	-0.1	1	-1.8	-7
NC(=O)c1ccnc(N2CCN(Cc3ccc4c(c3)OCO4)CC2)c1	-0.1	-7	0.1	2

Gathered by group: the entries above containing two or more sulfur atoms.
compound	FBW7 act	MITF inh	GPR151 ag	TEAD-YAP block
S=C(NCc1ccccc1)NNC(=S)NCC1CCCO1 (stereo not given)	0.8	2	0.0	0
CCOC(=O)C1=C(C)N=c2s/c(=C\c3cc(Br)ccc3OC)c(=O)n2C1c1ccc(SC)cc1 (stereo not given)	0.2	-1	0.2	0
CCOC(=O)c1sc(NC(=O)CSc2nnc(CNC(=O)c3cccs3)n2CCc2ccccc2)c(C(=O)OCC)c1C	0.0	-8	-0.1	-3
Cc1ccc(-n2c(=S)sc3c(=O)n(-c4ccccc4)c(SCC(=O)c4ccccc4)nc32)cc1C	-0.2	6	0.3	-9
CCn1c(SCC(=O)Nc2ccc(OC)cc2OC)nc2c(c1=O)SC(C)C2 (stereo not given)	-0.3	13	-0.1	-1
Cc1csc(SCC(=O)Nc2ccc(S(N)(=O)=O)cc2)n1	-0.1	1	-1.8	-7

Source: PubChem (The Scripps Research Institute Molecular Screening Center)
